Compound activity (PubChem)
NPR1 activator: GC-A (human) enzyme activation. P16066. HEK293 GC-A cells, cGMP TR-FRET, EC30 ANP; 0% at EC30 ANP, 100% saturating ANP. activation, % at 10 µM. hit rate 0.14% among 370,000. AID 1671463; in the data active = activation above about 40%
PG9 binder: binds the HIV-1 gp120 antibody PG9; TR-FRET gp120-PG9 antibody binding; inhibition, % at 6.7 µM; hit rate 0.43% among 360,000; in the data active = inhibition above about 8.5%
HTRA1 inh: HTRA1 (human) protease inhibition. recombinant HTRA1, FP-rhodamine activity-based probe, fluorescence polarization. inhibition, % at 5.96 µM. hit rate 0.5% among 340,000. AID 504803; in the data active = inhibition above about 36%;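 note: 0% = enzyme with DMSO and 100% = wells lacking enzyme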
rCAG RNA binder: binds r(CAG) RNA repeats. inhibition, % at 3 µM. r(CAG) RNA repeat, TO-PRO-1 dye displacement fluorescence. AID 651821. hit rate 1.3% among 370,000;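 active = inhibition above the plate cutoff, the mean of all test compounds on that plate plus 3 SD, cut at about 35% in these data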;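 note: 0% = DMSO alone and 100% = 100 µM mitoxantrone as full dye displacement; higher means more dye released from RNA so lower well fluorescence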
ASAP1 inh: inhibitors of human ASAP1 ArfGAP activity; Q9ULH1; ASAP1-stimulated ARF1 GTP hydrolysis, GDP FP detection; inhibition, % at 16.5 µM; hit rate 0.19% among 360,000; AID 624377; in the data active = inhibition above about 25%;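 note: 0% = vehicle with enzyme and substrate and 100% = no enzyme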
Rev-erbA mod: Rev-erb alpha (human) modulation; P20393; hit rate 0.79% among 370,000; Rev-erbα–FITC-DNA binding, fluorescence polarization, 90 min; activity, % at 10 µM;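 active = activity above about 14%, limit read from the data; passing the limit was not always enough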;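 note: 0% = DMSO wells with 35 nM protein and 100% = DMSO wells with 750 nM protein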
ARFGAP1 inh: inhibits rat ARF GTPase activating protein 1; Q62848; Arfgap1-stimulated ARF1 GTP hydrolysis, GDP FP detection; inhibition, % at 16.5 µM; hit rate 0.26% among 360,000; AID 651572;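 active = inhibition above a per-plate limit, mean inhibition of low control wells plus 3 SD, cut at about 25% in these data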;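 note: 0% = DMSO wells with enzyme and 100% = wells lacking Arfgap1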
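System: truncated rat Arfgap1 GAP domain / Benchmarks: high control wells lacking Arfgap1, low control full reaction with DMSO / Times: compound-enzyme preincubation 20 min, reaction 120 min, detection 60 min, 25 °C / Repeats: one replicate per compound / Also added: human ARF1(Δ1-17)-GTP substrate / Measured by: Tracer-displacement fluorescence polarization with EDTA stop, 620/688 nm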
mABHD4 FP: inhibitors of mouse ABHD4. Q8VD66. purified mABHD4, FP-Rh probe fluorescence polarization. inhibition, % at 8.92 µM. hit rate 0.54% among 370,000;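 active = inhibition exceeding the mean over every tested compound plus 3 SD, cut at about 30% in these data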;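 note: 0% = plate median of compound wells and 100% = S159A mutant with DMSO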
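Test system: mouse ABHD4 enzyme, wild type. Reagent: FP-Rh fluorescent activity-based probe, added after compound pre-incubation. Timing: pre-incubation 45 min, probe exposure 60 min, at 25 °C. Technique: FP readout, ex 525 nm / em 598 nm. Benchmarks: high control S159A mutant with DMSO, low control median of compound wells.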
GC-B act: GC-B (human) receptor activation | AID 1920062 | hit rate 0.11% among 370,000 | activation, % at 10 µM | HEK293-GC-B cells, CNP EC30, cGMP TR-FRET; 0% at EC30 CNP, 100% saturating CNP;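 active = activation at 10 µM reaching about 35% in either raw or pattern-adjusted values, limit read from the data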
Target sequence (P20594 whole entry, looked up): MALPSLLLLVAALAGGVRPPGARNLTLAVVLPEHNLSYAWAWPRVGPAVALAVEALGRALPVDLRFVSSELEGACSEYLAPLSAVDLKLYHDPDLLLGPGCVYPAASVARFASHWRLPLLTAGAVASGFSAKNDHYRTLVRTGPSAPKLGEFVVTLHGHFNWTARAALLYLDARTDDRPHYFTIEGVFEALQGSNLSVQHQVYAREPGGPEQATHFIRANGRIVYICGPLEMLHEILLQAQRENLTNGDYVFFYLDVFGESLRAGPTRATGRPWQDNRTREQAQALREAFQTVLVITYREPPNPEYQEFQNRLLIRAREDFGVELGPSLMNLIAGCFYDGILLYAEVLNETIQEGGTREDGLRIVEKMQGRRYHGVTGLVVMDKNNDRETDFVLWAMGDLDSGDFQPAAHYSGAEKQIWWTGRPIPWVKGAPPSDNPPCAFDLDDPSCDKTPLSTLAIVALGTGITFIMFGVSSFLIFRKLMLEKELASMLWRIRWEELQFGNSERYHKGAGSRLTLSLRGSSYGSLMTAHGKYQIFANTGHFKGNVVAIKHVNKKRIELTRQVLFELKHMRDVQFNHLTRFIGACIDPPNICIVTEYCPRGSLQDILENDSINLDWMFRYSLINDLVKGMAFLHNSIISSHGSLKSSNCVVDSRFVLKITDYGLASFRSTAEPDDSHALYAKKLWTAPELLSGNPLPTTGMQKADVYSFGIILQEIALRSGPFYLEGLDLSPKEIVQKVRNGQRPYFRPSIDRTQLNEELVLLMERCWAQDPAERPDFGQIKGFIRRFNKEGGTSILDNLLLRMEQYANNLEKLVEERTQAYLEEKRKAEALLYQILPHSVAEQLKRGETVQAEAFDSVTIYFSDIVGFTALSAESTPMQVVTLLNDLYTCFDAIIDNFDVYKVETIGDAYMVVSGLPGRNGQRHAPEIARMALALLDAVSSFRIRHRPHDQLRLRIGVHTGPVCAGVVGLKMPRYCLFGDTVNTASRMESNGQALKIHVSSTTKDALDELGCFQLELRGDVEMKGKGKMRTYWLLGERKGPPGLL
SMARCA2 act: increases SMARCA2 function in MMTV reporter cells | activation, % at 9.1 µM | MG213 cells, MMTV-luciferase reporter, dexamethasone, overnight | hit rate 1% among 370,000 | AID 652017; in the data active = activation above about 7.8%;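 note: 0% = vehicle wells and 100% = reference activator wells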
An asterisk follows results filed as active; x = no result given. Rows were taken by chance. Share with any hit: about 4.4%.

item | SMILES | ARFGAP1 inh | GC-B act | HTRA1 inh | NPR1 activator | ASAP1 inh | rCAG RNA binder | Rev-erbA mod | PG9 binder | SMARCA2 act | mABHD4 FP
1 | COc1cccc(NC(=O)C(NCCC(C)C)c2ccccc2)c1 (stereo unspecified) | 5 | -8 | -32 | -14 | -5 | -7 | 3 | 0.4 | 0 | -7
2 | Cc1ccc(C(=O)NC2CCCCNC2=O)cc1 (stereo unspecified) | 2 | -4 | 0 | 4 | 6 | -2 | 0 | -0.7 | 0 | -1
3 | CC(C)CCNC(=S)Nc1ccccc1F | 5 | 3 | 5 | -1 | -6 | -4 | -5 | -0.6 | -2 | 6
4 | NC(=O)CC(NC(=O)c1ccccc1)c1ccc(NCc2ccccc2)c([N+](=O)[O-])c1 (stereo unspecified) | 9 | 2 | -6 | -5 | 6 | 4 | 3 | -1.1 | 0 | 5
5 | NC(=O)C1(C(N)=O)OC1c1ccc(Cl)cc1Cl (stereo unspecified) | -8 | -2 | 8 | 3 | 5 | 1 | -1 | 0.0 | 1 | -4
6 | Cc1ccc(CN2CCCCC(NC(=O)c3ccc(COc4ccccc4)cc3)C2=O)cc1 (stereo unspecified) | x | -1 | x | 8 | x | 4 | 2 | x | -3 | -14
7 | CC(C)c1ccc(/C=C/C(=O)Nc2nc3ccc([N+](=O)[O-])cc3s2)cc1 | 0 | 5 | -24 | -4 | -7 | 13 | 9 | 0.2 | -3 | -20
8 | CC(=O)Nc1cccc(-c2cccc3nccn23)c1 | 3 | 0 | x | -1 | -14 | 2 | -10 | 0.3 | 11* | 0
9 | Cc1ccc(C)c(S(=O)(=O)N/N=C2/CCCc3ccccc32)c1 | -8 | -5 | -17 | -3 | -2 | 4 | -1 | -0.4 | -3 | 5
10 | Cc1ccc(CNC(=O)CCNS(=O)(=O)c2ccc(C)cc2)cc1 | 1 | 0 | -2 | 0 | 3 | 0 | 1 | -0.9 | -6 | -12
11 | COC(=O)/C=C(\C)NC(=O)c1ccccc1Cl | -1 | -8 | 3 | 4 | 6 | -1 | -1 | -0.6 | -3 | -6
12 | O=C(CCNC(=O)c1ccc(Br)cc1)Nc1nccs1 | 1 | -3 | 3 | -3 | 7 | -3 | -4 | -0.1 | 7 | -2
13 | CCOC(=O)c1c(NC(=O)CSc2nc3ccccc3[nH]2)sc2c1CC(C)(C)NC2(C)C | 19 | 5 | -22 | -3 | 3 | 0 | 0 | -0.2 | 5 | -15
14 | Cc1cc(NC(=O)COn2nnc3ccccc32)no1 | 4 | 8 | 3 | 1 | 13 | 1 | 0 | -0.7 | 0 | -13
15 | Cc1nnc(SCc2nc3sc4c(c3c(=O)[nH]2)CCCC4)n(N)c1=O | 4 | -1 | x | 2 | -2 | 10 | -2 | 0.6 | -1 | -2
16 | CC1CCCCN1C(=O)CN1CCN(S(=O)(=O)c2ccc(Br)cc2Cl)CC1 (stereo unspecified) | -7 | 0 | 5 | 0 | -1 | -2 | -3 | 2.1 | -1 | 0
17 | CCCCNC(=O)C1(C)CCN1C(=O)c1ccc2sccc2c1 (stereo unspecified) | 0 | 1 | x | 4 | 9 | -1 | -4 | -0.6 | -3 | 0
18 | CCNC(=S)N1CCN(CCN=CC2=C(O)CC(C)(C)CC2=O)CC1 | 5 | 1 | 3 | 1 | 6 | -4 | 1 | -1.1 | 1 | 4
19 | Cc1ccccc1/C=C1\OC(=O)c2ccccc21 | -2 | -1 | -13 | -3 | -10 | 3 | -7 | -1.6 | 1 | 0
20 | O=C(c1ccc(CNS(=O)(=O)c2ccc(Br)cc2)cc1)N1CCCCCC1 | 10 | -3 | -10 | -1 | -2 | -5 | 6 | -2.1 | -5 | -2

The closing 6 entries of the part above are carried over, then new ones follow.
item | SMILES | ARFGAP1 inh | GC-B act | HTRA1 inh | NPR1 activator | ASAP1 inh | rCAG RNA binder | Rev-erbA mod | PG9 binder | SMARCA2 act | mABHD4 FP
15 | Cc1nnc(SCc2nc3sc4c(c3c(=O)[nH]2)CCCC4)n(N)c1=O | 4 | -1 | x | 2 | -2 | 10 | -2 | 0.6 | -1 | -2
16 | CC1CCCCN1C(=O)CN1CCN(S(=O)(=O)c2ccc(Br)cc2Cl)CC1 (stereo unspecified) | -7 | 0 | 5 | 0 | -1 | -2 | -3 | 2.1 | -1 | 0
17 | CCCCNC(=O)C1(C)CCN1C(=O)c1ccc2sccc2c1 (stereo unspecified) | 0 | 1 | x | 4 | 9 | -1 | -4 | -0.6 | -3 | 0
18 | CCNC(=S)N1CCN(CCN=CC2=C(O)CC(C)(C)CC2=O)CC1 | 5 | 1 | 3 | 1 | 6 | -4 | 1 | -1.1 | 1 | 4
19 | Cc1ccccc1/C=C1\OC(=O)c2ccccc21 | -2 | -1 | -13 | -3 | -10 | 3 | -7 | -1.6 | 1 | 0
20 | O=C(c1ccc(CNS(=O)(=O)c2ccc(Br)cc2)cc1)N1CCCCCC1 | 10 | -3 | -10 | -1 | -2 | -5 | 6 | -2.1 | -5 | -2
21 | CCC1(C(=O)O)NC(c2cccc(OC)c2O)C2C(=O)N(c3ccccc3)C(=O)C21 (stereo unspecified) | -1 | -10 | -3 | 1 | 4 | -1 | -9 | -1.2 | 0 | 5
22 | CC(C)(C)OC(=O)N1CCCC(C(=O)Nc2ccc(C(=O)NCCc3ccccc3)cc2)C1 (stereo unspecified) | -21 | -4 | -3 | -3 | -11 | -1 | -9 | -1.8 | -4 | -8
23 | Cc1ccc(-c2cn3c(=S)[nH]nc3s2)cc1 | -6 | -11 | 6 | 0 | 4 | 6 | 2 | -2.6 | -2 | -5
24 | O=C(Nc1ccccc1)C1=C[C@H](c2ccc3c(c2)OCO3)C[C@H](OCCCCO)O1 | 7 | -4 | -9 | -2 | -8 | 1 | 2 | 1.2 | 6 | 3
25 | CNC(=O)c1cc2ccccc2o1 | -5 | 5 | 6 | 3 | 6 | -3 | -3 | -0.3 | 1 | 1
26 | CCOc1cc(C2C(C(=O)N3CCCCC3)=C(C)NC3=C2C(=O)CCC3)cc(Br)c1O (stereo unspecified) | 4 | -7 | 6 | -5 | -5 | -1 | -1 | -4.5 | 3 | 2
27 | COc1ccc(OCC(=O)NNC(=O)c2ccc3c(=O)n4c(nc3c2)CCC4)cc1 | 0 | 0 | 0 | 1 | -11 | 1 | -1 | -0.5 | -1 | 1
28 | COc1cccc(C(=O)COC(=O)CCC(=O)c2ccccc2)c1 | 7 | -2 | -4 | 1 | 3 | -4 | -6 | -4.6 | -2 | -2
29 | Cc1cc(C)n(Cc2ccc(Cl)cc2Cl)c(=O)c1S(=O)(=O)c1ccccc1 | 2 | -4 | -9 | -1 | 4 | -3 | 1 | -1.0 | 2 | -1
30 | O=C(CN1CCN(C/C=C/c2ccccc2)CC1)NCc1ccc(Cl)cc1 | 2 | 1 | 4 | -4 | -6 | -11 | 3 | 0.8 | -4 | 5
31 | CCc1ccc(N(C(=O)c2ccco2)C(C(=O)NC2CCCC2)c2ccco2)cc1 (stereo unspecified) | 14 | -17 | -9 | -21 | 0 | -7 | 5 | -0.4 | -1 | -6
32 | O=C(CCSc1ccccc1)N1CCN(c2ccccc2F)CC1 | -9 | 0 | 3 | 0 | -11 | -3 | -3 | -2.0 | -1 | -3
33 | CCOc1ccc(S(=O)(=O)NCc2ccccn2)cc1 | -2 | 0 | 10 | 1 | -8 | -2 | 1 | 0.6 | -3 | -7
34 | Cc1ccc(-n2c(C)c([N+](=O)[O-])c3ccc(O)cc32)cc1 | 5 | 1 | x | 4 | -10 | 4 | -9 | -0.4 | -7 | -5
35 | Nn1c(SCC(=O)NC2CCS(=O)(=O)C2)nnc1-c1cccs1 (stereo unspecified) | -4 | 0 | 2 | -1 | 2 | 0 | 0 | 0.3 | -2 | 6
36 | CCCN(CC(=O)Nc1ccc(F)c(F)c1F)C(=O)c1ccc2c(c1)NC(=O)CS2 | 18 | 5 | 1 | -5 | 7 | 0 | 3 | -1.6 | -1 | -1
37 | COc1ccc(C(=O)CSC2=C(C#N)C3(CCCCC3)C(C#N)=C(N)N2)cc1 | 2 | 5 | -31 | 1 | 10 | 10 | -1 | -1.4 | -3 | -1
38 | CCCNC(=O)COC(=O)/C=C/c1ccco1 | -9 | 0 | 7 | -1 | -9 | 1 | 0 | -0.8 | -3 | -1
39 | COc1ccc(C(O)c2nc(-c3ccccc3C)cs2)cc1 (stereo unspecified) | -2 | -1 | x | -1 | 7 | 1 | -5 | -0.2 | 3 | -3
40 | COC(=O)c1c(C)[nH]c(C)c1-c1cccc([N+](=O)[O-])c1 | -14 | -4 | -3 | -3 | 1 | -6 | 5 | -2.4 | 0 | 3

Going on with the list:
item | SMILES | ARFGAP1 inh | GC-B act | HTRA1 inh | NPR1 activator | ASAP1 inh | rCAG RNA binder | Rev-erbA mod | PG9 binder | SMARCA2 act | mABHD4 FP
41 | CCN(CC(=O)Nc1ccc(NC(C)=O)cc1)C(=O)C1CC1 | -6 | -1 | 3 | 0 | -3 | -1 | -10 | 0.1 | 1 | -2
42 | Cc1cccc2c1nc(-c1ccccc1)n1cnnc21 | -3 | -5 | -1 | 0 | -5 | -2 | 0 | -0.1 | 3 | -3
43 | CCN(CC)S(=O)(=O)c1ccc(N2CCc3cc(OC)c(OC)cc3C2)nc1 | 7 | 0 | -1 | 5 | 0 | 1 | 0 | -0.2 | -3 | 2
44 | Cc1ccc(CNC(=O)C(=O)NCC2OCCN2S(=O)(=O)c2ccc(Cl)cc2)cc1 (stereo unspecified) | 8 | 4 | -4 | -1 | 6 | -6 | 4 | -0.5 | -4 | 9
45 | COc1cccc(CNC(=O)CCS(=O)(=O)Cc2ccc(C)cc2)c1 | 5 | 1 | 10 | -2 | -9 | -2 | -3 | 0.9 | -1 | -1
46 | CN(C)c1cccc2c(/C=N/O)ccc(N(C)C)c12 | -4 | 3 | 10 | 6 | 3 | 1 | 4 | -1.6 | -3 | 3
47 | Cc1nc2nc(SCC(=O)c3cccc([N+](=O)[O-])c3)[nH]c2cc1Br | -3 | -2 | 2 | 1 | 1 | 12 | 1 | -2.7 | -1 | 9
48 | CCOc1ccc(NC(=O)CN(C)C(=O)c2cc(S(=O)(=O)N3CCCCC3)ccc2Cl)cc1OCC | 5 | 2 | -4 | 2 | -4 | -2 | 1 | 0.6 | -3 | 4
49 | COc1ccc(OC)c(CN2CCN(C(=O)CNC(=O)c3cc(C)cc(C)c3)CC2)c1 | 0 | -6 | -2 | 0 | 3 | -5 | -1 | -1.2 | 2 | 1
50 | CN(C(=O)COC(=O)c1cccc(F)c1)c1ccccc1 | -8 | 1 | 0 | -4 | -1 | -5 | 8 | -2.1 | -1 | -2
51 | CCc1ccc(NC(=S)N2CCN(c3cccc(C(F)(F)F)c3)CC2)cc1 | 10 | -1 | -2 | 7 | 6 | -2 | 1 | 0.4 | -1 | -3
52 | COc1ccc(NC(=S)N(CCc2c(C)[nH]c3ccc(C)cc23)Cc2ccco2)cc1 | -4 | -5 | -7 | -2 | 3 | 17 | -11 | -0.2 | -3 | 4
53 | C[C@@H]1C(=O)OC[C@H]1NC(=O)OCc1ccccc1 | 12 | 3 | 1 | 3 | 4 | 2 | -6 | -0.5 | 1 | 0
54 | Oc1ccccc1N=Nc1ccccc1O | -2 | -3 | 66* | -9 | -2 | 8 | 6 | -5.5 | -4 | 20
55 | COc1cccc(/C=N/n2c(CO)nc3ccccc32)c1OC | 1 | 7 | -1 | 7 | -4 | 0 | 1 | 0.8 | -1 | 1
